hgDAF12 agonist – hgDAF-12 agonism, primary luciferase screen. HEK293 GAL4-hgDAF12 UAS-luciferase reporter, agonist luminescence; normalized to butyrate control. 1.8% of 370,000 active. AID 687014. activation, % at 6.8 µM;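 active = activation above a cutoff set at the mean of all screened compounds plus 3 SD, cut at about 10% in these data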;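 note: 0% = DMSO wells and 100% = sodium butyrate wells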
HGIII-sPLA2 inh – Inhibits HGIII-sPLA2 liposome hydrolysis, primary screen; Q9NZ20; QFRET BODIPY PC-A2 liposome hydrolysis, fluorescence; inhibition, % at 12.2 µM; 0.56% of 370,000 active;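 active = inhibition above mean plus 3 SD of compounds lying within the high and low control bounds, cut at about 19% in these data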;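 note: 0% = median of test compound wells and 100% = no enzyme DMSO wells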
PG9 binder – small molecules binding HIV-1 gp120 antibody PG9; TR-FRET gp120-PG9 antibody binding; inhibition, % at 6.7 µM; 0.43% of 360,000 active; in the data active = inhibition above about 8.5%
GAA850 FXN act – activators of GAA850 frataxin (FXN) promoter; HEK293 lucGAA850 FXN promoter luciferase reporter, 24 h; percent of 10 µM SAHA response; 0.56% of 360,000 active; AID 540364; activation, % at 6 µM;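 active = activation above the average of all compounds screened plus 3 SD, cutoff fixed separately per campaign, cut at about 7.5% in these data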;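 note: 0% = DMSO wells and 100% = 10 µM SAHA wells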
DAX1 inh-1 – inhibits human nuclear receptor DAX1; P51843; HEK293 Gal4-DAX1 luciferase reporter, luminescence; inhibition, % at 6.75 µM; 0.99% of 340,000 active; AID 504766;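 active = inhibition above the mean over all tested compounds plus 3 SD, cut at about 4.2% in these data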;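 note: 0% = DAX1-transfected cells with DMSO and 100% = empty-vector control cells with DMSO; inhibition shows as a rise in luminescence from relieved DAX1 repression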
Target sequence (P51843 207-470 limits assumed): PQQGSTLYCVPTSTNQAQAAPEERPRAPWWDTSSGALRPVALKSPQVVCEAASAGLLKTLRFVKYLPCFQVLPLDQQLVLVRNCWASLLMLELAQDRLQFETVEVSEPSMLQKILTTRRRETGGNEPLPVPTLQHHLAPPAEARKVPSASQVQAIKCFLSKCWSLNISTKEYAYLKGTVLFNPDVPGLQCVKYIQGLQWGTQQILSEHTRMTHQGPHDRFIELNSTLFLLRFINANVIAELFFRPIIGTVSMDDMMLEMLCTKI
PLC-beta3 inh – inhibitors of human phospholipase C beta3; Q01970; Purified PLC-beta3, fluorogenic substrate, fluorescence; inhibition, % at 12.2 µM; 0.18% of 370,000 active; AID 720704; in the data active = inhibition above about 11%;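 note: 0% = median of compound wells on plate and 100% = full blocker control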
DAX1 inh-2 – blocks DAX1 repression of SF-1 activated StAR promoter. HEK293T StAR-luciferase reporter, SF-1/DAX-1 repression relief. inhibition, % at 6.8 µM. 1.1% of 370,000 active. AID 652010;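 active = inhibition above the mean over all tested compounds plus 3 SD, cut at about 3.6% in these data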;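 note: 0% = DAX-1 cells with DMSO and 100% = cells lacking DAX-1 with DMSO; higher inhibition means more luminescence from relief of DAX-1 repression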
hcDAF12 agonist – activates DAF-12 receptor from parasite H. contortus; HEK293 hcDAF-12 lit1-tk-luc reporter, luminescence; 0% DMSO, 100% Δ7-dafachronic acid; activation, % at 6.8 µM; AID 652067; 1.4% of 370,000 active;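 active = activation above the mean of all tested compounds plus 3 SD, cut at about 5.5% in these data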;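 note: 100% = response to 3 µM Δ7-dafachronic acid high control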
NR1D1 modulator – modulators of human Rev-erb alpha DNA binding; P20393; Rev-erbα–FITC-DNA binding, fluorescence polarization, 90 min; activity, % at 10 µM; 0.79% of 370,000 active; AID 1259318;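 active = activity above about 14%, limit read from the data; passing the limit was not always enough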;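 note: 0% = DMSO wells with 35 nM protein and 100% = DMSO wells with 750 nM protein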
Target sequence (P20393 whole entry, looked up): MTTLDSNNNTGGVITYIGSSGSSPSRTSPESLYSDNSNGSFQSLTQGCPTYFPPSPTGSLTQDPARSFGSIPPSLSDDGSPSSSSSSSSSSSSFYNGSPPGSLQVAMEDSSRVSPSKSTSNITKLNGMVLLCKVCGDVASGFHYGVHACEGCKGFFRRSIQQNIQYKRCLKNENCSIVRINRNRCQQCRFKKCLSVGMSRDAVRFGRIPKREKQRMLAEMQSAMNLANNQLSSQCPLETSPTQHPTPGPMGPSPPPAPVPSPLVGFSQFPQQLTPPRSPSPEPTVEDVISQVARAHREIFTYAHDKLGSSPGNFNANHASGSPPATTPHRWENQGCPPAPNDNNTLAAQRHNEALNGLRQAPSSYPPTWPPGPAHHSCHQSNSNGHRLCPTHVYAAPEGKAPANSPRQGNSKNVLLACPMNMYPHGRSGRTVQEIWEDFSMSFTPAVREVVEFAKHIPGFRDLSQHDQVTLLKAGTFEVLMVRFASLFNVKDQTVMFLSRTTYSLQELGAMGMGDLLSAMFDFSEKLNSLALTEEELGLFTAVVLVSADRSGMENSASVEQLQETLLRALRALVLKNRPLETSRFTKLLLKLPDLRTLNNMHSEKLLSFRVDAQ
ssDAF12 agonist – activates DAF-12 receptor from parasite S. stercoralis. HEK293 ssDAF-12/GRIP1 lit1-tk-luc reporter, luminescence; % of 3 µM dafachronic acid response. activation, % at 6.8 µM. 1% of 370,000 active. AID 652126;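 active = activation above the mean over all tested compounds plus 3 SD, cut at about 0.9% in these data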;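 note: 0% = DMSO-only wells and 100% = 3 µM delta7-dafachronic acid wells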
SMARCA2 act – SMARCA2 function activation, primary screen; MG213 cells, MMTV-luciferase reporter, dexamethasone, overnight; activation, % at 9.1 µM; 1% of 370,000 active; in the data active = activation above about 7.8%;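 note: 0% = vehicle wells and 100% = reference activator wells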
Numbers without * were called inactive; i = inactive; nt = no result given.

A first look, three compounds:
SMILES	hgDAF12 agonist	HGIII-sPLA2 inh	PG9 binder	GAA850 FXN act	DAX1 inh-1	PLC-beta3 inh	DAX1 inh-2	hcDAF12 agonist	NR1D1 modulator	ssDAF12 agonist	SMARCA2 act
O=C1CCCC(=O)C1Sc1ccc(Cl)cc1	0.9	13	-0.6	-1.0	1.1	-2	-0.1	-0.5	1	-1.5	3
Cc1ccccc1N1CCN(CCCCN2C(=O)C3CCCN3C2=O)CC1 (stereo not given)	1.6	-8	-2.8	0.6	-1.9	4	0.3	-2.3	3	-1.6	7
CC1(c2ccccc2)NC(=O)N(NC(=O)COC(=O)c2cc(Br)ccc2O)C1=O (stereo not given)	0.9	-5	-1.8	1.0	0.4	-7	-0.1	-0.3	-4	-1.7	4

The list itself (from the top)
SMILES	hgDAF12 agonist	HGIII-sPLA2 inh	PG9 binder	GAA850 FXN act	DAX1 inh-1	PLC-beta3 inh	DAX1 inh-2	hcDAF12 agonist	NR1D1 modulator	ssDAF12 agonist	SMARCA2 act
O=C1CCCC(=O)C1Sc1ccc(Cl)cc1	0.9	13	-0.6	-1.0	1.1	-2	-0.1	-0.5	1	-1.5	3
Cc1ccccc1N1CCN(CCCCN2C(=O)C3CCCN3C2=O)CC1 (stereo not given)	1.6	-8	-2.8	0.6	-1.9	4	0.3	-2.3	3	-1.6	7
CC1(c2ccccc2)NC(=O)N(NC(=O)COC(=O)c2cc(Br)ccc2O)C1=O (stereo not given)	0.9	-5	-1.8	1.0	0.4	-7	-0.1	-0.3	-4	-1.7	4
COc1ccc(NC(=O)C2=CC=CN3CCS(=O)(=O)N=C23)c(OC)c1	0.6	8	-1.0	2.2	0.8	-13	-0.3	-1.3	-4	-1.4	1
Cc1ccc2nc(C3CCCCC3)c(Cc3ccccc3)n2c1	0.9	3	0.0	nt	nt	-10	-1.5	0.0	-4	-1.1	-4
Cc1cc(NC(=O)COC(=O)c2oc3c(ccc4ccccc43)c2C)no1	0.1	1	5.5	0.5	0.5	-1	0.1	1.0	-5	-1.1	-1
CCN(CC)S(=O)(=O)c1ccc2c(c1)nc(CCC(=O)O)n2C	-0.1	0	-0.1	0.6	2.6	-10	0.5	1.1	1	-1.0	-1
CCN(CC(=O)NCc1ccc(Cl)cc1)C(=O)CN1C(=O)NC(C)(c2ccccc2)C1=O (stereo not given)	1.0	0	-0.3	1.1	0.0	-7	-0.6	0.1	-10	-1.3	-1
O=S(=O)(NCC1CCCO1)c1ccc(S(=O)(=O)N(Cc2ccccc2F)C2CCCCC2)cc1 (stereo not given)	-0.5	-5	-1.3	1.4	0.6	3	0.0	-0.7	3	-1.8	-1
NC(=O)CSc1nnc(SCc2ccc(F)cc2)s1	4.5	3	-0.2	1.9	-0.2	0	0.1	0.1	3	-1.6	1
CN(CCOc1ccc(Cl)cc1)C(=O)C1CCN(C(=O)c2ccc(Cl)cc2)CC1	-1.2	-5	-2.2	2.3	0.6	-6	0.0	-1.4	-3	-1.2	1
CCOC(=O)c1sc(C)c2c(=O)n(CCCN3CCOCC3)cnc12	-3.4	3	-0.1	-0.7	0.4	-9	-0.1	-1.0	2	-0.7	-1
COc1ccc(S(=O)(=O)N(C)C[C@H]2Oc3ccc(NS(=O)(=O)c4cccs4)cc3CC(=O)N([C@H](C)CO)C[C@H]2C)cc1	-2.6	-22	-0.8	0.9	0.5	2	-0.2	0.8	-3	-1.6	-1
CC(C)C[C@@H]1COc2cccc(N3CCC[C@@H]3CO)c2S(=O)(=O)N1	-0.8	5	-1.5	nt	nt	-1	-0.8	-1.5	5	-1.4	-3
Cc1cc2ccccc2n1CCC(=O)O	1.3	-5	-1.4	1.6	6.8*	3	-0.1	-0.5	-2	-1.1	-1
CCn1c(SCC(=O)c2ccc(OC)cc2)nnc1C1CC1	0.9	1	0.7	2.4	-0.1	1	-0.6	-1.2	-1	-0.8	-2
Nc1nnnn1CC(=O)N/N=C/C=C/c1ccccc1	0.2	-5	-3.4	1.7	nt	3	0.2	0.2	1	-1.0	-2
Cn1c(=O)c2c(nc(-c3ccccc3)n2C)n(Cc2ccccc2)c1=O	0.2	-3	-2.2	1.7	-0.1	1	-0.4	0.3	6	-0.6	-1
CC(C)(C)c1ccc(-c2noc(CCC(=O)Nc3cccnc3)n2)cc1	-11	-9	-0.4	-14	-1.7	-1	-1.1	-7.2	1	-2.7	-9
COc1ccc(NC(=O)CCNC(=O)Cn2ccc3ccccc3c2=O)c(OC)c1	-1.9	8	1.2	-2.9	-1.9	1	-0.2	1.1	0	-1.4	-1
Cc1nnc(SCC(=O)Nc2cc(C(C)(C)C)nn2-c2ccccc2)s1	-1.2	-2	-1.3	0.9	-0.6	1	-0.5	0.1	-2	-1.5	3
COc1ccc(S(=O)(=O)NCC(c2cccs2)N2CCc3ccccc3C2)cc1 (stereo not given)	-0.2	-17	0.1	1.0	0.3	-29	-0.9	2.2	-5	-0.7	0
CCn1c(CSc2nc(C)cc(C)n2)nnc1SCC(=O)N1CCCc2ccccc21	-1.9	6	0.6	0.3	-0.8	-1	-0.7	-1.8	1	-1.1	-3
CCCNC(=O)c1onc(CSc2ccc(Cl)cc2)c1C(=O)NC(C)C	0.1	2	0.3	2.5	0.7	2	0.0	-1.2	-1	-1.1	-2
CC(=O)N1CCN(CC(=O)Nc2ccc3c(c2)CCC3)CC1	1.5	4	0.3	1.1	-2.0	3	0.0	-0.5	-4	-0.5	-2
COc1ccccc1N1CCN(C(=O)c2sc3nc4n(c(=O)c3c2C)CCC4)CC1	-3.7	5	-1.1	0.6	-0.7	-7	-0.3	-2.7	-5	-0.5	-1
CC(NC(=O)COC(=O)C1=COCCO1)C12CC3CC(CC(C3)C1)C2 (stereo not given)	-2.4	-8	-2.8	6.2	0.4	3	0.1	-1.3	-1	-1.1	2
O=C(OC1CC2CC1[C@H]1CCCCN1C2=O)N1CCN(S(=O)(=O)c2ccccc2)CC1 (stereo not given in full)	1.3	3	1.8	nt	nt	1	-0.6	-0.2	0	-0.7	-4
O=C(CNC(=O)C(c1ccccc1)c1ccccc1)N/N=C\c1ccc(C(=O)O)cc1	0.9	2	-1.4	4.1	1.4	-8	0.1	-0.3	-3	0.6	0
COc1ccc(N2CC(C(=O)Nc3nnc(SCC(=O)NCc4ccco4)s3)CC2=O)cc1 (stereo not given)	-1.1	-2	-0.6	1.0	1.3	-13	2.4	-1.5	2	-0.1	1
COc1ccc(NC(=O)CN(C)CC(=O)NC2CCC(C)CC2)cc1 (stereo not given)	0.6	2	-1.0	-2.1	0.1	-2	1.5	-2.1	5	-1.2	0
COc1ccc(OCC(=O)N(Cc2ccco2)C2CCS(=O)(=O)C2)cc1 (stereo not given)	0.8	-3	-1.4	1.4	nt	-1	-0.1	2.4	0	-0.6	0
CCN(Cc1ccccc1)C(=O)c1cc(-c2ccc(OC)c(OC)c2)nc2ccccc12	-4.6	-9	-0.9	-2.6	-1.6	i	-1.6	-3.2	4	-1.2	3
CCN(CC)C(=O)[C@H]1C[C@H](CC(=O)NC/C=C(\C)CCC=C(C)C)C(=O)N2CCc3c([nH]c4ccc(Cl)cc34)[C@]12C	-0.3	4	0.1	0.5	0.3	0	0.3	-0.4	12	-1.4	-5
N/C(=N\OC(=O)N1CCOCC1)c1ccc(Br)cc1	-1.5	14	-2.6	1.8	-0.4	-4	-0.9	0.6	3	-1.8	2
COc1ccc(NC(=O)c2oc3ccccc3c2NC(=O)c2ccc3c(c2)OCO3)cc1	3.6	-4	-2.6	2.0	-0.1	-2	-0.7	2.0	0	-1.3	-1
COc1ccc2nc(Cl)c(C3CC(c4ccco4)=NN3C(=O)CCC(=O)O)cc2c1 (stereo not given)	2.9	-2	-0.5	2.7	0.8	-10	0.1	0.9	-5	-1.1	-3
O=C(N/N=C/C=C\c1ccccc1[N+](=O)[O-])c1cccnc1	0.5	-1	-0.9	0.6	2.0	-2	0.0	-0.7	2	-0.9	0
CCOc1cc(NC(=S)NCc2ccco2)c(OCC)cc1NC(=O)C1CC1	0.0	4	-1.7	0.1	-0.6	0	-0.2	1.5	-4	-0.7	8.0*
COc1ccc(N2CCN(Cc3nc4c(c(=O)n(C)c(=O)n4C)n3Cc3cccc(C)c3)CC2)cc1	4.5	2	-0.9	-1.0	-0.1	-1	0.3	-1.9	-1	-1.4	0
Cc1nn(CCCC(=O)NCCCN2CCN(C)CC2)c(=O)c2c1sc1ccccc12	0.1	1	-0.4	2.2	0.9	-3	0.0	-1.3	9	-1.3	0
COc1cccc(C(=O)NNC(=O)C(=O)N2CCCCC2)c1	1.1	6	1.7	0.3	0.5	-1	-0.6	-1.6	-2	-0.4	6
COc1ccc(CCn2c(=N)c(C(=O)NCc3ccco3)cc3c(=O)n4ccccc4nc32)cc1OC	1.5	-3	1.7	-0.8	2.6	-24	-0.6	-0.7	-32	-0.6	4
O=C(/C=C/Nc1nccs1)C(F)(F)Cl	1.3	1	-1.1	-0.1	1.4	-4	0.3	-0.5	1	-1.2	4
COc1ccccc1OCCCOc1cccc(/C=C2\SC(=O)NC2=O)c1	1.1	-82	-1.5	-0.2	0.8	-10	-0.2	-1.7	-2	-1.7	1
Cc1nn2c(-c3ccccn3)ccnc2c1Br	-0.3	2	0.5	-2.6	-0.8	-4	0.7	-1.1	3	-1.2	0
COc1ccc(S(=O)(=O)Nc2ccc3c(c2)C(=O)N([C@H](C)CO)C[C@H](C)[C@@H](CN(C)C(=O)Nc2ccc(C(F)(F)F)cc2)O3)cc1	-1.7	-47	0.1	-0.3	3.4	3	-0.1	-1.2	4	-0.9	1
Cc1ccccc1NC(=O)CCN1CCc2ccccc2C1	0.5	-4	-1.1	-2.1	0.2	0	0.4	-0.1	-3	-0.9	-4
COc1ccc(OCC(O)CNC(=O)c2cccs2)cc1 (stereo not given)	2.2	-2	0.2	1.2	-0.7	-5	-0.2	1.6	5	-0.7	-2
CC1CCCC(NC(=O)c2ccc(COc3ccccc3)o2)C1C (stereo not given)	-0.4	-4	-0.1	1.2	0.1	-6	-1.5	-1.6	1	-0.6	-2
COc1ccc(CCN2C(=O)CC(Cc3ccccc3)C2=O)cc1OC (stereo not given)	-4.5	3	-2.5	1.3	0.6	-4	-0.4	0.1	1	-1.4	0
Cc1ccc(S(=O)(=O)N2CCN(C(=O)COC(=O)c3ccccn3)CC2)c(C)c1	-0.5	4	-0.1	-0.2	0.3	-7	-1.0	-0.2	-6	-0.3	3
CC(C)N(C(=O)CSc1nc2c([nH]1)c(=O)n(C)c(=O)n2C)c1ccccc1	-0.3	13	1.4	-2.1	0.4	-1	-0.2	4.0	-5	-0.9	-2
CC(C)CNC(=S)NNC(=O)c1ccc2c(c1)OCO2	-0.1	10	-0.9	0.3	-1.2	3	1.6	0.9	-9	-1.0	0
Cc1nc2ccccc2nc1OCc1cccc([N+](=O)[O-])c1	-0.3	2	-3.1	3.4	1.7	-1	0.1	0.3	3	-0.3	-2
CCOC(=O)C1CCN(C(=O)CNC(=O)c2nn(-c3ccc(OC)cc3OC)c(=O)c3ccccc23)CC1	2.0	-1	1.2	3.5	0.6	-16	0.2	-2.3	-5	-1.0	1
